GRP78 ERSR act: inducers of ER stress response in human glioma cells. U87-MG GRP78 promoter luciferase reporter, 16 h. Potency, µM, without a hit: at the top dose activation, usual class: activators. actives 0.02% (n = 420,000). AID 602332; note: potency is the fitted concentration of half-maximal effect; series mostly up to about 76 µM; % of control where 0% means no effect; nearly all actives have a fitted effect of over 35% in size
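Stably transfected U87-MG glioma cells carrying a GRP78-based luciferase sensor; 16 h compound incubation. Luminescence end-point read 10 min after Bright-Glo addition at room temperature.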
POLH inh: DNA polymerase eta (human) inhibition | actives 1.2% (n = 390,000) | Potency, µM (doses to about 114 µM), without a hit: at the highest dose activity change, negative = inhibition, actives largely listed as inhibitors | recombinant Pol eta, fluorescent DNA replication assay; note: potency is the fitted concentration of half-maximal effect; % is set by controls: 0 for no effect and ±100 for the full control effect
Target sequence (Q9Y253 whole entry, looked up): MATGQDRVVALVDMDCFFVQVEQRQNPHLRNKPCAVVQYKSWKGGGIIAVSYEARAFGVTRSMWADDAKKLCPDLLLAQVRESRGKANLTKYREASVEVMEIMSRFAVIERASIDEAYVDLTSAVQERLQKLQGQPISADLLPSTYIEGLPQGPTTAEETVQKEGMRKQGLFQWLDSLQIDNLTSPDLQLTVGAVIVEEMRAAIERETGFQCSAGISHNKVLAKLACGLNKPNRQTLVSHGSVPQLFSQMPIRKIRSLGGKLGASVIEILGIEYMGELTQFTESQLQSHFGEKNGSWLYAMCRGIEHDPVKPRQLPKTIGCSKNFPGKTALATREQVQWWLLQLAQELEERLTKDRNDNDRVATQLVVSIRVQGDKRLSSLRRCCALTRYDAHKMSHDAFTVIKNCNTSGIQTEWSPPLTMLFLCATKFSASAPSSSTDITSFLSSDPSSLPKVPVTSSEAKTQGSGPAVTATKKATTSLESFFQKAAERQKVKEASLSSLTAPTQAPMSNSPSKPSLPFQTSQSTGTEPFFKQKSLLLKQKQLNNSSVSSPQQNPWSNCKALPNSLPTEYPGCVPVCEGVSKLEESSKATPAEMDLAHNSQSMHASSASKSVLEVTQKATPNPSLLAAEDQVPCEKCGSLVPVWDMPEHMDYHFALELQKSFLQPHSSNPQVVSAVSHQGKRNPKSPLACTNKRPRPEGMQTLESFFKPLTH
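Pol eta (10 nM) was preincubated with compounds for 15 min at room temperature, after which fluorescent replication substrate (50 nM final) was added to start the reaction. Fluorescence was read kinetically at 0 and 10 min.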
LDHA inh: inhibitors of human lactate dehydrogenase A. P00338. purified LDHA, NADH/diaphorase-resazurin fluorescence; hits give low values. activity change, % (values are at about 110 or 230 µM). actives 0.15% (n = 480,000); in the data active = activity change below about -30%; inconclusive = mostly about -25% to -30%;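 note: plate controls were DMSO wells for no effect and wells without enzyme for full effect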
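LDH5 2 nM; NADH 0.06 mM, pyruvate 0.2 mM; 200 mM Tris pH 7.4, EDTA, Tween-20; 5 min RT. Detection: diaphorase 0.133 mg/mL + resazurin 37 µM, fluorescence ex540/em590 at 0 and 20 min; normalized to enzyme-free and DMSO wells.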
The depositor's hits bear a star; ? = inconclusive. Unless noted, calls come from the whole dose curve; as a rule, active = well fitted curve in the direction sought with a large enough effect; inconclusive = small, poorly fitted or top-dose-only effect, or another doubt; inactive = no such curve, though single readings can be large; an effect the other way counts as inactive or inconclusive. Some of the compounds tested. The share of hits here may be higher or lower than overall.

SMILES | GRP78 ERSR act | POLH inh | LDHA inh
CCOC(=O)c1ccc(S(=O)(=O)N2CCC(C(=O)NCC3COc4ccccc4O3)CC2)cc1 (configuration not stated) | 3.6% | 1.8% | -11.4
COc1cccc(COC(=O)C2CC(=O)N(Cc3ccccc3)C2)c1OC (configuration not stated) | 0.4% | -14.6% | -4.5
O=C(CN1CCN(C(=O)CNC(=O)c2ccc(N3CCCC3=O)cc2)CC1)Nc1cccc(F)c1 | -1.7% | -3.2% | -1.7
Cc1ccccc1NS(=O)(=O)c1ccc(C(=O)NCc2ccccc2CN2CCCC2)cc1 | -5.6% | -14.1% | -1.0
Cc1ccc(S(=O)(=O)N(C)c2ccc(C(=O)NC3CCCCC3)cc2)cc1 | -0.1% | 0.3% | -11.4
c1ccc(SC23CC4CC(CC(C4)C2)C3)nc1 | 1.6% | -5.5% | -1.8
Cc1sc(NC(=O)C2CC(=O)N(Cc3ccco3)C2)nc1-c1ccccc1 (configuration not stated) | -2.6% | -1.6% | -0.6
CCCC(=O)Nc1ccc(S(=O)(=O)N2CCc3ccccc32)cc1 | -4.1% | -12.4% | -11.2
O=C(COC(=O)/C=C/c1cccc(Br)c1)Nc1ccc(Cl)cn1 | -7.1% | -6.2% | -1.6
CCc1ccccc1NC(=O)CNC(=O)CCC(=O)c1cc(C)sc1C | -3.9% | -0.1% | -5.7
CC#CCN(Cc1ccco1)C(=O)C1CCC(=O)N(CCc2cccc(F)c2)C1 (configuration not stated) | 3.5% | 0.4% | 1.8
C[C@H]1CN([C@@H](C)CO)C(=O)CCCn2nncc2CO[C@H]1CN(C)S(=O)(=O)c1cccc(F)c1 | -2.7% | -4.0% | 1.2
C=CCn1c2ccccc2c2nnc(SCC(=O)OC)nc21 | -0.9% | 2.1% | 2.6
O=S(=O)(NN=C(c1ccccc1)c1ccccc1)c1ccccc1 | -2.3% | -17.9% | -8.1
CC(C)(C)S(=O)(=O)N1C[C@H]2CC/C=C\C/C=C\2[C@@H]1CCO | -0.3% | -15.2% | 0.2

The final five entries of the part above open the next one.
SMILES | GRP78 ERSR act | POLH inh | LDHA inh
CC#CCN(Cc1ccco1)C(=O)C1CCC(=O)N(CCc2cccc(F)c2)C1 (configuration not stated) | 3.5% | 0.4% | 1.8
C[C@H]1CN([C@@H](C)CO)C(=O)CCCn2nncc2CO[C@H]1CN(C)S(=O)(=O)c1cccc(F)c1 | -2.7% | -4.0% | 1.2
C=CCn1c2ccccc2c2nnc(SCC(=O)OC)nc21 | -0.9% | 2.1% | 2.6
O=S(=O)(NN=C(c1ccccc1)c1ccccc1)c1ccccc1 | -2.3% | -17.9% | -8.1
CC(C)(C)S(=O)(=O)N1C[C@H]2CC/C=C\C/C=C\2[C@@H]1CCO | -0.3% | -15.2% | 0.2
C[C@H](CO)N1C[C@H](C)[C@@H](CN(C)C(=O)Cc2ccccc2)OCc2cnnn2CCCC1=O | -3.6% | 0.7% | -10.3
CC1NC(=O)COC1c1ccccc1 (configuration not stated) | -5.5% | 5.4% | -14.2
COC(=O)C[C@@H]1C[C@H]2c3cc(NC(=O)Nc4ccccc4F)ccc3O[C@H]2[C@H](CO)O1 | -1.7% | -15.4% | 0.7
O=c1c2ccccc2nnn1-c1ccccc1[N+](=O)[O-] | -1.8% | -17.9% | -4.5
COc1ccc(NC(=O)C[C@H]2C(=O)N(c3ccccc3)C[C@@H]2CSC)cc1 | -1.6% | -19.9% | -3.0
C[C@@H]1CN([C@@H](C)CO)S(=O)(=O)c2ccc(/C=C/c3ccccc3)cc2O[C@@H]1CN(C)Cc1ccc(C(=O)O)cc1 | -3.2% | -15.9% | -10.0
CCCCN1C(=O)C(CC(=O)NCc2ccco2)CC(C(=O)N(C)C)=C1C (configuration not stated) | -1.8% | -17.4% | -1.4
Cc1ccnc2nc(C(=O)OCC(=O)N(C)C3CCCCC3)nn12 | -3.5% | -6.3% | 0.9
C[C@H](CO)N1C[C@H](C)[C@@H](CN(C)Cc2ccccc2F)Oc2ncc(Br)cc2C1=O | -2.1% | -1.5% | 2.1
CN1C(=O)[C@H]2[C@@H](c3ccc(C(F)(F)F)cc3)N[C@]3(CCCN(Cc4ccc(Cl)cc4)C3=O)[C@H]2C1=O | 0.6% | -15.3% | -0.9
CC(=O)CSc1nc2nccnc2[nH]1 | -6.2% | -1.7% | -0.4
CC(C)C1C(=O)N(Cc2cn(Cc3ccco3)nn2)CCS(=O)(=O)N1Cc1ccc(-c2cccc(N(C)C)c2)cc1 (configuration not stated) | -1.9% | -7.4% | 7.1
C/C(=N/NS(=O)(=O)c1ccc(Br)cc1)c1cccc(NC(=O)C2CC2)c1 | -1.7% | -9.2% | -1.9
Cc1cc2c(Nc3ccccc3O)ncnc2s1 | 0.7% | -8.5% | 0.0
c1ccc(N=Nc2ccc(C3=NCCO3)cc2)cc1 | -7.8% | -3.2% | -0.3
O=C(NCCc1ccccc1C(F)(F)F)c1cc(COc2ccccc2)on1 | -5.0% | -18.1% | -1.9
NS(=O)(=O)c1ccc(NC(=O)CN(C(=O)C(F)(F)F)C2CCCC2)cc1 | -6.0% | -7.8% | -13.2
CCCCCCn1c(=O)n2n(c1=O)[C@@H]1CN(S(=O)(=O)c3ccc(C)cc3)C[C@]1(O)[C@@H](OC(=O)Nc1c(C)noc1C)C2 | -4.5% | -14.4% | -9.8
O=C(CCN1N=C(c2ccccc2)CCC1=O)NC1CCCCC1 | 1.1% | 2.1% | -4.4
O=C(CN1C(=O)NC2(CCCCCC2)C1=O)Nc1ccc(OC(F)(F)F)cc1 | -0.9% | -7.9% | 0.0
Cc1cc(S(=O)(=O)N2CCCCC2CCNC(=O)C(=O)NCCN2CCOCC2)ccc1F (configuration not stated) | 0.8% | -15.1% | -2.8
COCOCCn1cc(CN2CCS(=O)(=O)N(Cc3ccc(-c4ccc(OC)cc4)cc3)C(C)C2=O)nn1 (configuration not stated) | -0.2% | 8.8% | -7.0
COc1cccc(-c2nnc(NC(=O)CCS(=O)(=O)c3ccc(F)cc3)o2)c1 | -0.3% | -2.5% | 0.2
O=C(Nc1ccc(C(=O)O)cc1)/C(=C\c1ccc2c(c1)OCO2)NC(=O)c1ccccc1Cl | -3.9% | -7.9% | -4.2
CS(=O)CC(O)(c1ccc(F)cc1)C1CC1 (configuration not stated) | -6.1% | -0.1% | -3.4
COc1ccccc1CCC(=O)NNC(=O)Cn1nc(C)cc1C | -3.0% | -7.3% | -8.9
C1=CCN(c2nc(N3CCOCC3)nc(N3CCCc4ccccc43)n2)CC1 | -5.3% | -12.4% | 0.1
CC(C)C1C(=O)N(Cc2cn(CCC3OCCO3)nn2)CCS(=O)(=O)N1Cc1ccc(-c2ccc(F)cc2)cc1 (configuration not stated) | -3.8% | ? | -17.5
c1ccc2c(c1)nnn2Cn1nnc2ccccc21 | 1.8% | -15.3% | -1.9
C[C@@H]1CCCCO[C@H](CN(C)Cc2ccc3c(c2)OCO3)[C@H](C)CN([C@@H](C)CO)C(=O)c2cc(NC(=O)c3ccccc3)ccc2O1 | -0.5% | -1.9% | -10.1
COc1ccc2nc3n(c(=O)c2c1)-c1cc2ccccc2cc1C(=O)NC3Cc1ccccc1 (configuration not stated) | -1.3% | -12.2% | 4.2
NC(=O)CSc1nnc(-c2cccc(S(=O)(=O)N3CCOCC3)c2)o1 | -3.8% | 5.2% | -0.5
CC1(C)CC(=O)C=C(c2cccc(OC(=O)c3ccc(-c4ccccc4)cc3)c2)C1=O | -1.3% | -10.6% | -7.4
O=C(C[C@H]1C[C@H]2c3cc(NS(=O)(=O)c4ccc(F)cc4)ccc3O[C@H]2[C@H](CO)O1)NCc1cc(F)ccc1F | -1.5% | -14.9% | -15.3
CCN(CC(=O)Nc1c(F)cccc1F)C(=O)c1c(-c2ccccc2Cl)noc1C | -4.2% | -3.2% | -10.6
C[C@@H]1CN([C@H](C)CO)C(=O)CCCn2nncc2CO[C@H]1CN(C)C(=O)c1ccc(N2CCN(C)CC2)cc1 | 3.3% | -13.6% | -3.4
Cc1ccc(S(=O)(=O)N2C[C@H]3n4c(=O)ccc(=O)n4C[C@H](OC(=O)NC4CC4)[C@@]3(O)C2)cc1 | -3.0% | -13.4% | 0.0
Cc1ccc(S(=O)(=O)N2CCC(C(=O)N3CCN(c4ccccn4)CC3)CC2)cc1C | -4.1% | -16.3% | -4.8
C[C@@H]1ON(C)[C@H]2C[C@H]3c4[nH]c5ccc(-c6ccc7c(c6)OCO7)cc5c4CCN3C[C@@H]12 | -7.6% | -19.4% | 2.8
C[C@H](CO)N1C[C@H](C)[C@H](CN(C)C(=O)CCC(F)(F)F)OCc2cnnn2CCCC1=O | -2.6% | -14.9% | -9.7
CCOc1ccc(N(CC(=O)Nc2ccc(Cl)cc2)S(C)(=O)=O)cc1 | 5.8% | -17.3% | -2.3
CNC(=O)C[C@H]1C(=O)N(c2ccc(OC)cc2)C[C@@H]1CSC | 0.3% | -10.2% | -3.1
C[C@@H]1CN([C@@H](C)CO)C(=O)c2cc(C3=CCCCC3)cnc2O[C@H]1CN(C)C(=O)Nc1cccc(F)c1 | 4.6% | -22.5% | -3.5
COc1cc(CNc2nc3ccccc3n2Cc2ccccc2)ccc1O | -2.4% | -3.0% | 0.9
O=C(CSc1nc2[nH]ncc2c(=O)[nH]1)Nc1cc(C(F)(F)F)ccc1Cl | -1.7% | -8.6% | -0.7
O=C(COC(=O)c1ccc2c(c1)OCCO2)Nc1ccccc1C(F)(F)F | -2.5% | 3.8% | -4.5
C[C@H](CO)N1C[C@H](C)[C@H](CN(C)S(=O)(=O)c2cccs2)OCc2cnnn2CCCC1=O | -5.7% | -16.4% | 1.5
COc1ccc(C)cc1/C=C/C(=O)N1CCN(S(=O)(=O)c2cccs2)CC1 | 1.7% | -19.5% | -1.7
COC(=O)C[C@@H]1C[C@@H]2c3cc(NC(=O)NC4CCCCC4)ccc3O[C@@H]2[C@H](CO)O1 | -3.1% | -16.0% | -2.6
COc1ccccc1S(=O)(=O)N(C)C[C@@H]1OCc2cnnn2CCCC(=O)N([C@@H](C)CO)C[C@H]1C | -1.1% | -3.9% | -0.5
O=C(N=C1SC2CS(=O)(=O)CC2N1Cc1ccccc1)c1ccccc1 (configuration not stated) | -4.1% | -5.6% | -3.2
C[C@@H]1CCCCO[C@H](CN(C)Cc2ccccc2)[C@@H](C)CN([C@H](C)CO)C(=O)c2cc(NC(=O)c3ccccc3)ccc2O1 | 5.5% | -14.9% | -9.6
CC1=C(C(=O)N2CCOCC2)CC(CC(=O)NC2CCCCC2)C(=O)N1Cc1ccc(F)cc1 (configuration not stated) | -3.4% | -0.7% | -1.2
C[C@H](CO)N1C[C@H](C)[C@@H](CN(C)C(=O)c2ccccc2)OCc2cn(nn2)CCCC1=O | -2.2% | -19.4% | -2.2
COCCn1c2nc(=O)n(-c3ccccc3)c(=O)c-2nc2ccccc21 | -7.6% | -14.7% | 1.9
CC1=C(C(=O)N(C(C)C)C(C)C)CC(CC(=O)NCCc2ccccn2)C(=O)N1Cc1ccccc1 (configuration not stated) | 2.8% | -29.5% | 2.3
O=C(COc1ccc(F)c(Cl)c1)NC(=O)NC1CCCC1 | -2.4% | -18.3% | -7.5
Cc1ccc(S(=O)(=O)N2CCC(C(=O)NCCN3CCOCC3)CC2)cc1 | -3.8% | -8.3% | -1.4
Cc1ccc([C@H]2C[C@H](n3cc(COC(=O)c4ccccc4)nn3)[C@@H](O)CN2C(=O)C2CCCCC2)cc1 | -2.8% | -13.2% | 1.1
Cc1cccnc1NC(=O)Nc1cccc(F)c1 | 2.4% | 7.3% | -3.2

4 records drawn at random from the list so far:
SMILES | GRP78 ERSR act | POLH inh | LDHA inh
O=C(C[C@H]1C[C@H]2c3cc(NS(=O)(=O)c4ccc(F)cc4)ccc3O[C@H]2[C@H](CO)O1)NCc1cc(F)ccc1F | -1.5% | -14.9% | -15.3
O=C(NCCc1ccccc1C(F)(F)F)c1cc(COc2ccccc2)on1 | -5.0% | -18.1% | -1.9
C[C@H](CO)N1C[C@H](C)[C@@H](CN(C)C(=O)c2ccccc2)OCc2cn(nn2)CCCC1=O | -2.2% | -19.4% | -2.2
Cc1sc(NC(=O)C2CC(=O)N(Cc3ccco3)C2)nc1-c1ccccc1 (configuration not stated) | -2.6% | -1.6% | -0.6

New compounds follow
SMILES | GRP78 ERSR act | POLH inh | LDHA inh
Cc1ccc(OC(=O)N(C)C[C@@H]2OCc3cn(nn3)CCCC(=O)N([C@@H](C)CO)C[C@H]2C)cc1 | 2.3% | -13.1% | -5.7
Cc1ccccc1NC(=O)CNC(=O)N1CC(=O)Nc2ccccc21 | -1.5% | -5.0% | -7.9
CC1CCN(C(=O)c2ccc3c(c2)C(=O)c2ccccc2-3)CC1 | 1.8% | -7.4% | -10.6
CSc1ncnc2c1ncn2CCCNCc1ccc2c(c1)OCO2 | -4.0% | -5.2% | 0.3
O=C(CS(=O)(=O)c1ccc(Cl)cc1)Nc1nccs1 | -2.9% | -0.8% | -8.9
Cc1ccc(C(=O)OCC(=O)N2CCC(C)CC2)cc1S(=O)(=O)N1CCOCC1 | -0.8% | 0.6% | -1.2

Screens from PubChem.
